Source: PubChem (Broad Institute)
ERp5 block: inhibitors of human ERp5 | ERp5 insulin aggregation, absorbance 650 nm, 90 min | inhibition, % at 9.99 µM | 350,000 compounds, 0.05% hits | AID 651711 | Q15084;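 active means mean replicate inhibition above about 25%, with every replicate also reaching it, limit read from the data, passing the limit was not always enough; inconclusive means only one of those two criteria met; inactive means neither criterion met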
SIRT5 inh: inhibitors of human sirtuin-5 desuccinylase | inhibition, % at 15 µM | 330,000 compounds, 1.1% hits | Purified SirT5, succinyl-peptide AMC, trypsin-coupled fluorescence | Q9NXA8; in the data active means inhibition above about 15%; inconclusive means no clear call, values can overlap the other calls
Target sequence (Q9NXA8 whole entry, looked up): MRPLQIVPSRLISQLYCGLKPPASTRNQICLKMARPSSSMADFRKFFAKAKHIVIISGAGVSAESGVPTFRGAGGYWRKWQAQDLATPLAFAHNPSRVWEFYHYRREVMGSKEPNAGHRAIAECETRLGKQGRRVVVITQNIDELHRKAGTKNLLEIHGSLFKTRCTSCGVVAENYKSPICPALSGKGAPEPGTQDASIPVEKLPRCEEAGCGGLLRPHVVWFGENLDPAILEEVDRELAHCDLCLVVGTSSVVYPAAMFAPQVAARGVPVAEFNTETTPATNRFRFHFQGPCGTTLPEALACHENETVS
E-selectin induc: induces E-selectin expression in human endothelial cells. P16581. HUVEC E-selectin immunofluorescence imaging; normalized: neutral wells 0, TNF-alpha wells 100. activation, % at 7.58 µM. 260,000 compounds, 0.37% hits. AID 686992;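 active means mean E-selectin-positive cell signal at least 10% of the positive control, reached in at least 60% of replicates, without over 20% cell loss; inconclusive means no rule given, readout overlaps actives, possibly toxicity-flagged; inactive means the rest, including those meeting only one limit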;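 further: in these data hits start at about 27%; measured in HUVEC primary endothelial cells; signal is the percent of cells scored E-selectin positive by PE staining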
Target sequence (P16581 whole entry, looked up): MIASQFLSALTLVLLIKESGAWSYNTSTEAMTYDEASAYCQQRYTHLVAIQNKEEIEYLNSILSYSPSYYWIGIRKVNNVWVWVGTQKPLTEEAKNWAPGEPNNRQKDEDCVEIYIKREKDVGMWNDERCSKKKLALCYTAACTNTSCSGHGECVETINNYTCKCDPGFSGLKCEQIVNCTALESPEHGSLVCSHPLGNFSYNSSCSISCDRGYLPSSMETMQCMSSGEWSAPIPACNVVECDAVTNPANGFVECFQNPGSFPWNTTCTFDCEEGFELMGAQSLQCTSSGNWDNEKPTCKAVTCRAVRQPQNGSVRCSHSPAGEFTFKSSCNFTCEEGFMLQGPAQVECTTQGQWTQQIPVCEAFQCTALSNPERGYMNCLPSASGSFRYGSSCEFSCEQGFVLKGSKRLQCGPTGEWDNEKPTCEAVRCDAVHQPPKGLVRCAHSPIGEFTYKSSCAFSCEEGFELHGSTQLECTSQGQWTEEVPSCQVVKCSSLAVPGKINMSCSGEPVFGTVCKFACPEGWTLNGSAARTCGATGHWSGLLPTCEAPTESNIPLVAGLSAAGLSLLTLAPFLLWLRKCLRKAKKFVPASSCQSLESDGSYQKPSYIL
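Read-out basis: % PE-positive cells; Test system: HUVEC primary endothelial cells; Technique: immunofluorescence imaging; Dosing: single-point compound dose.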
DENV2 CPE rescue: protects cells from dengue virus 2 cytopathic effect; DENV2-infected cells, cytopathic effect rescue, plate reader; 350,000 compounds, 1.7% hits; CPE inhibition, % at 9.99 µM; in the data active means CPE inhibition above about 20%, passing the limit was not always enough; inconclusive means no clear call, values can overlap the other calls; tested in BHK-21 cells;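 further: 0% = median of neutral control wells and 100% = median of positive control wells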
S100A4 MyoIIA: S100A4-myosin IIA interaction inhibition | P26447 | S100A4/TAMRA-MyoIIA peptide fluorescence polarization | 360,000 compounds, 0.14% hits | inhibition, % at 10.7 µM;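 active means mean inhibition of at least 70% across replicates, with every replicate also reaching that level; inconclusive means mean inhibition reaches 70% but some replicates fall short; inactive means mean inhibition below 70%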
Target sequence (P26447 whole entry, looked up): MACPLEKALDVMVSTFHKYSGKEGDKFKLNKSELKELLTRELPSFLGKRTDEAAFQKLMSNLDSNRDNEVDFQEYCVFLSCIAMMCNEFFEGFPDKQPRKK
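Material: S100A4 monomer protein | Medium: HEPES pH 7.2 with CaCl2, KCl, NaCl, DTT, Triton | Reagent: Labelled myosin peptide probe, 5 nM | Doses: One dose per compound | Times: 5 min incubation before reading | Benchmarks: Neutral control DMSO, positive control TFP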
PglD inh: PglD (C. jejuni) enzyme inhibition. inhibition, % at 12.5 µM. 360,000 compounds, 0.098% hits. AID 602405. purified PglD enzyme, DTNB colorimetric CoA detection; in the data active means inhibition above about 16%, passing the limit was not always enough; inconclusive means no clear call, values can overlap the other calls; further: strong numbers were not always called active
Statin myotox sup: suppressors of simvastatin-induced myotoxicity in C2C12 myotubes; ATP luminescence, 48 h; scaled: DMSO 0, geranylgeraniol control 100; rescue of ATP level, % at 7.49 µM; 330,000 compounds, 0.78% hits; AID 602340;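 active means mean ATP rescue above about 67%, or every replicate alone reaching that limit, limit read from the data, passing the limit was not always enough; inconclusive means no clear call, values can overlap the other calls; inactive means mean under the limit and some replicate under it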;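 further: myotubes were challenged with 10 µM simvastatin during compound exposure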
Numbers without * were called inactive; ? = inconclusive; nt = no result given.

Results follow in this order: ERp5 block, SIRT5 inh, E-selectin induc, DENV2 CPE rescue, S100A4 MyoIIA, PglD inh, Statin myotox sup
- O=C(C[C@H]1CC[C@H]2[C@@H](COC[C@H](O)CN2Cc2cccc(F)c2)O1)NCC1CCCCC1
 : -3, 1, 0.0, 6, -19, 4, -2
- CCCN(C)C[C@H]1Oc2cc(C#CCC3CCCC3)ccc2S(=O)(=O)N([C@H](C)CO)C[C@@H]1C
 : 2, 19*, nt, 7, -1, -4, 7
- Cn1c(=O)c(C(=O)CN2CCCCC2)c(N)n(Cc2ccccc2)c1=O
 : 4, -2, nt, 1, -1, -4, nt
- COCC(=O)N1[C@@H](CO)[C@@H]2c3ccccc3N(C(=O)c3ccccc3)C[C@@H]21
 : 4, 1, 0.0, 2, 1, 1, -11
- CCCn1nnnc1SCC(=O)N1C(C)CCCC1C (stereo not given)
 : 1, 0, 0.0, -3, 4, -2, 19
- C[C@H](NC(=O)C[C@H]1C[C@H]2c3cc(NS(=O)(=O)c4ccc(F)cc4)ccc3O[C@H]2[C@H](CO)O1)c1ccccc1
 : -1, 10, 0.1, 16, 12, -2, 10
- CCOc1ccc(NC(=O)NCc2ccco2)cc1
 : 3, -2, nt, 2, 3, -2, -7
- O=C(NCC[C@@H]1CC[C@@H](NS(=O)(=O)c2ccc(Oc3ccccc3)cc2)[C@H](CO)O1)C1CC1
 : 9, 7, 0.1, -4, 6, -1, 12
- CC1(c2ccc3ccccc3c2)NC(=O)N(CC(=O)O)C1=O (stereo not given)
 : 0, -6, -0.1, -2, -3, nt, -4
- CSS(=O)(=O)c1cccc2cccnc12
 : 1, -2, -0.1, 5, -5, 10, nt
- NC(=O)CC(NC(=O)c1ccccc1)c1ccc(N2CCCCCC2)c([N+](=O)[O-])c1 (stereo not given)
 : 1, nt, 0.1, ?, 2, 4, -6
- CCC(=O)N1C[C@@H](O)COC[C@H]2O[C@@H](CC(=O)NCC3CCCCC3)CC[C@@H]21
 : -3, 7, 0.0, 2, 25, -1, 8
- C/C=C/c1ccc([C@@H]2[C@@H](CN(C)C(=O)CC)N(C(=O)NCCC)[C@H]2CO)cc1
 : 1, 7, 0.0, 13, 4, 0, 22
- NC(Cc1ccc(C(F)(F)F)cc1)c1csc(NC(=O)NCCc2ccccc2)n1 (stereo not given)
 : 2, -3, -0.1, -7, -2, -3, -113
- COC(=O)c1sccc1NC(=S)N(C)C1CCCCC1
 : 1, -5, 0.5, -2, 5, nt, -24
- C[C@@H]1CCCCO[C@H](CN(C)C(=O)Nc2ccccc2)[C@H](C)CN([C@H](C)CO)C(=O)c2cc(NC(=O)CCC(F)(F)F)ccc2O1
 : 2, -3, nt, 7, 0, -4, nt
- CC(C)C#Cc1cnc2c(c1)C(=O)N([C@H](C)CO)C[C@@H](C)[C@@H](CN(C)C(=O)Nc1ccccc1F)O2
 : -4, 0, -3.8, 8, 1, -1, -4
- COc1ccccc1C#Cc1ccc([C@@H]2[C@@H](CO)N3CCCCN(S(C)(=O)=O)C[C@@H]23)cc1
 : -1, 4, -0.5, -13, 8, 9, 14
- CCNC(=O)C1CCCN(C(=O)Cc2ccc3ccccc3c2)CC1 (stereo not given)
 : 1, -1, -0.1, -5, -2, -1, 6
- COc1ccc(S(=O)(=O)N2CCN(C(=O)CCCN3C(=O)NC4(CCCC4)C3=O)CC2)cc1
 : 6, 4, -0.2, -10, -7, -4, -5

Gathered by group: those above containing a CF3 group (2)
Results follow in this order: ERp5 block, SIRT5 inh, E-selectin induc, DENV2 CPE rescue, S100A4 MyoIIA, PglD inh, Statin myotox sup
- NC(Cc1ccc(C(F)(F)F)cc1)c1csc(NC(=O)NCCc2ccccc2)n1 (stereo not given)
 : 2, -3, -0.1, -7, -2, -3, -113
- C[C@@H]1CCCCO[C@H](CN(C)C(=O)Nc2ccccc2)[C@H](C)CN([C@H](C)CO)C(=O)c2cc(NC(=O)CCC(F)(F)F)ccc2O1
 : 2, -3, nt, 7, 0, -4, nt

Printed as active in SIRT5 inh, of those listed so far:
structure,ERp5 block,SIRT5 inh,DENV2 CPE rescue,S100A4 MyoIIA,PglD inh
CCCN(C)C[C@H]1Oc2cc(C#CCC3CCCC3)ccc2S(=O)(=O)N([C@H](C)CO)C[C@@H]1C,2,19*,7,-1,-4

The results go on:
Results follow in this order: ERp5 block, SIRT5 inh, E-selectin induc, DENV2 CPE rescue, S100A4 MyoIIA, PglD inh, Statin myotox sup
- Cc1ccc2c(c1)c1c3n2CCN(CC#N)C3CCC1 (stereo not given)
 : -2, -2, nt, -7, -5, 1, -1
- Cc1cc(C)c(OCC(=O)NCC(C)(C)N2CCOCC2)c(C)c1
 : 1, 30*, -0.3, ?, 34, -8, -1
- C[C@H]1CN([C@@H](C)CO)C(=O)c2cccc(NS(C)(=O)=O)c2O[C@@H]1CN(C)C
 : -2, -1, -0.3, 3, 1, -29, 13
- COc1cc(OC)c2c(-c3cccc(-c4cccc(N)c4)c3)cc(=O)oc2c1
 : 4, 14, 6.0, 8, 0, -5, -17
- Oc1ccc(Cl)cc1Cc1cc(Cl)ccc1O
 : 3, 0, 2.6, -8, 0, 0, 2
- C[C@@H]1CN([C@@H](C)CO)S(=O)(=O)c2ccc(C#CC(C)(C)O)cc2O[C@H]1CN(C)C(=O)CN(C)C
 : 0, -10, 0.6, 14, -5, -1, -2
- COc1ccc(C(c2c(N)[nH]c(=S)[nH]c2=O)c2c(N)[nH]c(=S)[nH]c2=O)cc1
 : -1, 0, nt, 6, -49, 4, 5
- CCOC(=O)c1nnn2c1nc(N1CCN(c3ccccc3)CC1)c1ccccc12
 : -3, 2, nt, 2, 3, nt, nt
- COc1ccc2c3c([nH]c2c1)[C@H](CO)N(C(=O)C1CC1)CC31CCN(C)CC1
 : 8, 4, -0.2, 0, -3, nt, nt
- O=C(Cc1ccccc1)NNC(=O)C1CCN(c2ncccn2)CC1
 : 3, -2, nt, -1, 3, nt, nt
- C[C@@H]1CN([C@@H](C)CO)C(=O)c2cc(NC(=O)Cc3cn(C)c4ccccc34)ccc2O[C@@H]1CN(C)S(=O)(=O)c1cccs1
 : -3, 1, nt, 3, 5, -2, 38
- O=C(Nc1ccccc1)N1CCCCN2[C@H](C1)[C@H](c1ccc(C3=CCCCC3)cc1)[C@@H]2CO
 : -3, 4, -0.4, 4, 23, 7, 19
- CCOc1ccc(CNC(=O)CCCC(=O)n2ncc3cc(C)ccc32)cc1
 : -7, 15*, 0.0, 3, -2, -2, 5
- CCOc1ccc(N/C=C/C(=O)c2ccc(OC)c(OC)c2)cc1
 : -1, 4, nt, -2, -8, 9, 18
- C[C@H](CO)N1C[C@H](C)[C@H](CN(C)Cc2ccc(C(F)(F)F)cc2)Oc2ccc(NC(=O)CCCCCC(=O)Nc3ccccc3N)cc2CC1=O
 : -1, 5, -0.1, 31*, -13, -6, 183*
- COc1cc(/C=N/NC(=O)c2csc3c2CCCC3)cc(OC)c1O
 : -1, 0, nt, -4, 5, nt, nt
- Cc1ccc(C(=O)c2c3ccc(N)cc3nn2CCC(N)=O)cc1
 : -8, -6, -0.2, 3, -1, -1, 5
- CO[C@H]1CN(C)C(=O)c2ccc(NC(=O)c3cccc(F)c3)cc2OC[C@@H](C)N(C(C)=O)C[C@@H]1C
 : 0, 1, 0.1, -2, 10, -2, -4
- Cc1ccc(Cl)cc1NC(=S)N(Cc1ccco1)C(C)c1cccs1 (stereo not given)
 : 4, 10, -0.2, 1, 6, -2, nt
- O=C(COc1cc2oc(=O)c3c(c2cc1Cl)CCC3)NCc1ccncc1
 : -8, -1, nt, 10, 0, nt, 7
- COC(=O)[C@H]1[C@H](CO)[C@H]2Cn3c(ccc(-c4cccc(C(=O)N(C)C)c4)c3=O)[C@H]2N1CC1CC1
 : -2, 4, -0.6, -7, 4, -2, -4
- Cc1ccc(NS(=O)(=O)c2cc3c(cc2Br)NC(=O)CO3)cc1C
 : 0, 1, nt, 7, -6, -4, 17
- CC(C)NC(=O)N(C)C[C@@H]1Oc2ccc(NC(=O)Nc3cccc4ccccc34)cc2CC(=O)N([C@H](C)CO)C[C@@H]1C
 : 4, -1, -0.2, -5, -10, 1, 5
- C[C@@H]1CN([C@H](C)CO)C(=O)c2cc(NS(=O)(=O)c3ccc(F)cc3)ccc2O[C@@H](C)CCCCO[C@@H]1CN(C)C
 : 3, -7, 0.4, 14, -6, 3, -4
- COc1ccc(-c2cccc(-c3cc(=O)oc4cc(OC)c(OC)c(OC)c34)c2)cc1
 : -3, -3, nt, -2, -5, -1, 5
- O=C(Nc1ccc2c(c1)CCC2)C1COc2ccccc2O1 (stereo not given)
 : -1, 0, nt, -4, -2, 6, -13
- N#CC/C(N)=N/NC(=O)CCCNc1ncc(C(F)(F)F)cc1Cl
 : 1, -2, nt, 9, -4, nt, nt
- CC(C)NC(=O)CN(Cc1ccc2c(c1)OCO2)C(=O)CCC(=O)Nc1ccccn1
 : 2, 3, nt, 0, 3, -5, 4
- Fc1ccc(-c2cc(-c3nnc4n3CCCCC4)c3ccccc3n2)cc1
 : 0, 0, nt, 3, 7, 0, nt
- O=C(Nc1cc(-c2ccccc2)[nH]n1)c1ccccc1F
 : 2, 1, 0.3, 6, 0, 3, nt
- CCC(C)NC(=O)COC(=O)c1oc2ccccc2c1CSc1ccc(Cl)cc1 (stereo not given)
 : 1, -1, nt, -2, 10, nt, nt
- CC(C)NC(=O)Nc1ccc2c(c1)C(=O)N([C@@H](C)CO)C[C@H](C)[C@@H](CN(C)S(C)(=O)=O)OCCCC[C@H](C)O2
 : -1, 0, nt, -2, -4, 16, nt
- NC(=O)c1ncn([C@@H]2O[C@H](CNCc3ccc(OCC(=O)Nc4nccs4)cc3)[C@@H](O)[C@H]2O)n1
 : -1, nt, 0.5, ?, -1, -3, 5
- Cc1ccc2nc(C3CCCCC3)[nH]c2c1
 : 6, nt, nt, 0, -7, 0, -3
- CC(C)NC(=O)N(C)C[C@H]1Oc2ccc(NC(=O)Cc3cn(C)c4ccccc34)cc2CC(=O)N([C@@H](C)CO)C[C@H]1C
 : 8, 2, -8.8, 9, 8, 7, -7
- Nc1nc(-c2c(Cl)cccc2Cl)no1
 : -2, -2, nt, 15, 5, nt, nt
- Cc1ccc(S(=O)(=O)c2ncccc2[N+](=O)[O-])cc1
 : -1, 2, 1.1, 0, -4, -3, -188

Single records, from the list above:
Entry for O=C(Cc1ccccc1)NNC(=O)C1CCN(c2ncccn2)CC1 = ERp5 block = 3; SIRT5 inh = -2; E-selectin induc = nt; DENV2 CPE rescue = -1; S100A4 MyoIIA = 3; PglD inh = nt; Statin myotox sup = nt
Entry for C[C@H](NC(=O)C[C@H]1C[C@H]2c3cc(NS(=O)(=O)c4ccc(F)cc4)ccc3O[C@H]2[C@H](CO)O1)c1ccccc1 = ERp5 block = -1; SIRT5 inh = 10; E-selectin induc = 0.1; DENV2 CPE rescue = 16; S100A4 MyoIIA = 12; PglD inh = -2; Statin myotox sup = 10
Entry for O=C(Nc1ccccc1)N1CCCCN2[C@H](C1)[C@H](c1ccc(C3=CCCCC3)cc1)[C@@H]2CO = ERp5 block = -3; SIRT5 inh = 4; E-selectin induc = -0.4; DENV2 CPE rescue = 4; S100A4 MyoIIA = 23; PglD inh = 7; Statin myotox sup = 19

Not all compounds are listed (hit frequency here may not be typical).
